Mcl-1 Bim block: disrupts Bim peptide binding to human Mcl-1 | AID 1009 | inhibition, % at 10 µM | Bead-based flow cytometry, Bim peptide-Mcl-1 binding | hit rate 0.1% among 190,000 | Q07820; in the data active = inhibition above about 40%;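 note: 0% = no compound tracer wells and 100% = peptide blocker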
Rab7 wt GTP bind: alters GTP binding to wildtype dog Rab7 | GST-Rab7 beads, fluorescent GTP binding, flow cytometry; actives lie on both sides; untreated = 100%, excess cold GTP = 0% | GTP binding activity (percent of control), % at 10 µM | hit rate 0.055% among 190,000;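 active = fluorescent GTP binding to Rab7 beads changed by at least 20 points from the 100% baseline, either direction, mostly lower; inconclusive = compound itself probably fluorescent, or too few beads counted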;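 note: median green fluorescence of bound Bodipy-FL-GTP per Rab7 bead population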
Rac1 act GTP bind: human Rac1 activated mutant GTP binding change; P63000; GST-Rac1 activated beads, fluorescent GTP binding, flow cytometry; actives lie on both sides; 100% means binding = to untreated wells; percent activity (GTP binding), % at 10 µM; hit rate 0.11% among 190,000;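 active = GTP binding at least 20 percentage points away from the 100% baseline, in either direction, so actives lie on both sides; inconclusive = Compound likely fluorescent itself, or too few beads counted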
Mcl1-Bid inh: disrupts binding of human Mcl-1 to Bid peptide; Q07820; TR-FRET Mcl-1/Bid-Dy647 peptide binding, 1536-well; inhibition, % at 21.7 µM; hit rate 0.97% among 220,000;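 active = compounds that cut the binding signal by more than half at the single screening dose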;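 note: His-tagged Mcl-1 with europium anti-His antibody binding Bid BH3 peptide; 0% = Mcl-1 plus peptide wells and 100% = peptide-only wells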
Cdc42 wt: changes GTP binding to wildtype human Cdc42; P60953; GST-Cdc42 beads, Bodipy-GTP binding, flow cytometry; actives lie on both sides; percent activity (GTP binding), % at 10 µM; hit rate 0.2% among 190,000;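 active = percent activity GTP binding at least 20 points away from the 100% baseline, either down as inhibitor or up as activator; inconclusive = compound flagged as likely green fluorescent from well-wide comparison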;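 note: median bead fluorescence of bound Bodipy-FL-GTP at 100 nM; 0% = excess unlabeled GTP control and 100% = no compound control; below 100% means less GTP binding so inhibitor and above means activator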
Target sequence (P60953 whole entry, looked up): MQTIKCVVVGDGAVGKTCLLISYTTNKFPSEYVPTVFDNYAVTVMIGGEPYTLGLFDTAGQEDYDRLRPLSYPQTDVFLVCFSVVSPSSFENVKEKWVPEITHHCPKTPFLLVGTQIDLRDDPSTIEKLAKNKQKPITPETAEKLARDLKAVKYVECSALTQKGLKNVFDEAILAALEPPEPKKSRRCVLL
Pf gamet viab: kills late stage P. falciparum gametocytes | P. falciparum stage V gametocytes, ATP luminescence, 24 h | inhibition, % at 10.9 µM | hit rate 0.065% among 150,000 | AID 743093;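 active = inhibition above the mean plus 3 SD of compounds within the control limits, set per campaign, cut at about 38% in these data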;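 note: 0% = DMSO wells and 100% = medium only without gametocytes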
HRas wt GTP bind: human HRas wildtype GTP binding, change in either direction; P01112; GST-Ras wt beads, Bodipy-FL-GTP binding, flow cytometry; actives lie on both sides; GTP binding activity, % at 10 µM; hit rate 0.14% among 190,000; AID 759;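 active = GTP binding activity at least 20% away from the 100% baseline, either lowered as inhibitor or raised as activator; inconclusive = flagged as likely green fluorescent, judged across all proteins in the well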;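 note: 0% = unlabeled GTP competition control and 100% = no-compound control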
Target sequence (P01112 whole entry, looked up): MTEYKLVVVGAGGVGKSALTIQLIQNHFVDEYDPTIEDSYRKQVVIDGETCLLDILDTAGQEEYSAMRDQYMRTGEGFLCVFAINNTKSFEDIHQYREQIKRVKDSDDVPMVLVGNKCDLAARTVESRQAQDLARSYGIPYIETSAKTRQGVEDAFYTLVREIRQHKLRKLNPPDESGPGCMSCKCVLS
Mcl1 Noxa PPI: Mcl-1/Noxa interaction inhibition | inhibition, % at 21.7 µM | TR-FRET Mcl-1/Noxa peptide binding, 2 h | hit rate 1.5% among 220,000 | Q07820;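 active = compounds that cut the protein-peptide binding signal by more than 50% relative to plate controls in a single-dose test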;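 note: His-tagged Mcl-1 with rhodamine Noxa BH3 peptide and terbium anti-His antibody; 0% = Mcl-1 plus Noxa peptide wells and 100% = peptide-only wells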
Rac1 wt GTP bind: alters GTP binding to wildtype human Rac1; P63000; GST-Rac1 beads, fluorescent GTP binding, flow cytometry; actives lie on both sides; 0 = cold GTP competed, 100 = untreated; GTP binding activity (% of control), % at 10 µM; hit rate 0.27% among 190,000; AID 757;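 active = GTP binding activity at least 20 points away from the 100% control level, either lower or higher; inconclusive = compound flagged as likely green fluorescent, judged across all proteins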
RGS8-Gao reg: human RGS8-Galphao interaction regulation; P09471; multiplexed bead flow cytometry, RGS8-Galphao binding; actives lie on both sides; response (percent of control binding), % at 10 µM; hit rate 0.34% among 220,000; AID 1423; in the data active = response below about 60% or above about 140%; inactive = in between;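 note: Galphao activated as the GDP aluminium fluoride complex binding bead-coupled RGS8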
Target sequence (P09471 whole entry, looked up): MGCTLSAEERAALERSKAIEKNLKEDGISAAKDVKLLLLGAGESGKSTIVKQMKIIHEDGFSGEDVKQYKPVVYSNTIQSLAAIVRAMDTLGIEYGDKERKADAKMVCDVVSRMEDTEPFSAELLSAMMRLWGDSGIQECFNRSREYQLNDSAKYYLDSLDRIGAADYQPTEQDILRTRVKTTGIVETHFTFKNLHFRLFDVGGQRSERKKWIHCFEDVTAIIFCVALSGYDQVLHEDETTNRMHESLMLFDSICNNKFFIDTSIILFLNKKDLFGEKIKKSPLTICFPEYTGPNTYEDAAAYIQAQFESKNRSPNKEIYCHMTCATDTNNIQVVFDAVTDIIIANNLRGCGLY
Rab2 wt GTP: changes GTP binding to wildtype dog Rab2A, up or down; GST-Rab2 wt beads, Bodipy-GTP binding, flow cytometry; GTP binding activity, % at 10 µM; hit rate 0.19% among 190,000;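 active = GTP binding activity at least 20 points away from 100%, either lowered or raised; inconclusive = signal likely due to the compound's own green fluorescence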;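 note: 0% = beads with excess unlabeled GTP and 100% = no-compound control corrected for plate trend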
Numbers without * were called inactive; ? = inconclusive; . = no result given.

SMILES | Mcl-1 Bim block | Rab7 wt GTP bind | Rac1 act GTP bind | Mcl1-Bid inh | Cdc42 wt | Pf gamet viab | HRas wt GTP bind | Mcl1 Noxa PPI | Rac1 wt GTP bind | RGS8-Gao reg | Rab2 wt GTP
Cc1cc(NC(=O)COc2ccc(N(C)S(=O)(=O)c3ccccc3)cc2)no1 | 4 | 95 | 98 | -44 | 95 | 4 | 99 | 24 | 96 | 100 | 96
COc1ccc(-n2nc(C(=O)NCC(=O)NCC3CCCO3)c3ccccc3c2=O)cc1Cl (stereo unspecified) | -3 | 102 | 100 | -1 | 109 | . | 107 | 13 | 106 | 103 | 105
CC(=O)c1cccc(S(=O)(=O)NCCC(=O)O)c1 | -4 | 98 | 95 | -12 | 99 | -16 | 97 | 0 | 96 | 102 | 98
CCOc1c(Br)cc(C(N)=O)cc1OCc1ccccc1 | -3 | 99 | 102 | -19 | 98 | . | 102 | 13 | 101 | 102 | 95
O=C(NC1CCCCC1)C(c1ccccc1)N1CCOCC1 (stereo unspecified) | 0 | 101 | 98 | -27 | 101 | -6 | 102 | -4 | 99 | 103 | 100
CN(C(=O)COC(=O)c1nc(Cl)c(Cl)c(Cl)c1Cl)C1CCS(=O)(=O)C1 (stereo unspecified) | 0 | 94 | 96 | -25 | 97 | -9 | 93 | 3 | 95 | 105 | 94
Cc1cc2nc(N)sc2cc1[N+](=O)[O-] | 0 | 100 | 98 | 10 | 102 | . | 102 | 17 | 102 | 100 | 100
COc1ccc(-c2cn[nH]c2C)cc1OC | 3 | 101 | 93 | -7 | 97 | -25 | 98 | -1 | 97 | 101 | 97
CCNC(=S)NS(=O)(=O)c1ccc(F)cc1 | -3 | 97 | 97 | -26 | 99 | 4 | 98 | 15 | 101 | 100 | 99
Cc1ccccc1-c1nnc(SCC(=O)Nc2cccc(C)c2C)o1 | -1 | 98 | 97 | 3 | 100 | 14 | 101 | -25 | 100 | 103 | 98
Cc1ccc(Cn2ccc(NC(=O)c3cc(C(C)C)on3)n2)cc1 | 0 | 100 | 100 | -10 | 100 | . | 103 | 10 | 100 | 56* | 102
COc1ccc(NC(=O)c2cc(C(C)C)on2)c(OC)c1 | -6 | 96 | 95 | 1 | 99 | . | 95 | 24 | 99 | 99 | 96
COc1cc(C(=S)N2CCCC2)ccc1OS(=O)(=O)c1ccc(NC(C)=O)cc1 | -4 | 97 | 96 | -42 | 101 | -11 | 98 | 10 | 100 | 99 | 97
Cc1cc(C(=O)NCCN2CCOCC2)ccc1[N+](=O)[O-] | 0 | 93 | 95 | -51 | 96 | 5 | 97 | 6 | 98 | 95 | 95
CN1C(=O)CC(N2CCC(C(N)=O)(N3CCCCC3)CC2)C1=O (stereo unspecified) | 2 | 102 | 97 | -28 | 103 | . | 101 | 9 | 105 | 98 | 101
OC(C#CCN1CCOCC1)(c1ccccc1)C1CCCCC1 (stereo unspecified) | 0 | 97 | 96 | -24 | 98 | -6 | 99 | 9 | 98 | 94 | 97
CCC(=O)c1ccc(N2CCN(C(=O)c3cc([N+](=O)[O-])ccc3N3CCN(C)CC3)CC2)c(F)c1 | -3 | 102 | 101 | -6 | 104 | . | 104 | 22 | 103 | 99 | 103
CC(=O)OCc1c(C(F)(F)F)nn(C)c1Oc1ccccc1 | -1 | 97 | 98 | 0 | 100 | . | 99 | 4 | 97 | 100 | 97
Cc1ccc(C(=O)OCc2nnc(-c3ccc(Br)cc3)o2)cc1 | -3 | 98 | 83 | -2 | 83 | 3 | 90 | 16 | 93 | 95 | 82
Cc1cc(C(F)(F)F)nc(SCC(=O)NC2CC3CCC2C3)n1 (stereo unspecified) | -2 | 98 | 96 | -3 | 100 | . | 99 | 1 | 98 | 102 | 96
Cc1cc(OCC(=O)Nc2cccc(S(=O)(=O)NC3=NCCCCC3)c2)ccc1Cl | 0 | 98 | 99 | 2 | 100 | . | 101 | -2 | 101 | 101 | 99
Cc1cc(C)c(NC(=O)Cn2cc3c(n2)CCCC3)c(C)c1 | -5 | ? | ? | -15 | ? | . | ? | -7 | ? | 99 | ?
CCC1Oc2ccc(C)cc2N(CC(=O)NCc2ccccc2OC)C1=O (stereo unspecified) | -3 | 95 | 100 | -21 | 99 | 9 | 97 | -2 | 103 | 106 | 97
Cc1cc(C)cc(N(CC(=O)Nc2c(C)n(C)n(-c3ccccc3)c2=O)S(C)(=O)=O)c1 | 0 | 96 | 98 | -15 | 102 | 10 | 101 | -12 | 100 | 1.5* | 97
O=C1c2cccc(OCC(=O)N3N=C(c4cccs4)CC3c3ccc(F)cc3)c2CCN1Cc1cccnc1 (stereo unspecified) | 9 | 99 | 96 | -9 | 94 | -5 | 95 | -13 | 97 | 94 | 96
CC(=O)OC[C@H]1O[C@@H](O/N=C/[C@@H](C)[C@H](OCc2ccccc2)C(C)C)[C@H](OC(C)=O)[C@@H](OC(C)=O)[C@@H]1OC(C)=O | -2 | 96 | 99 | -3 | 97 | . | 96 | -1 | 101 | 93 | 97
COC(=O)N/N=C/c1c[nH]c2ccccc12 | -4 | 98 | 102 | -45 | 104 | -3 | 103 | -23 | 102 | 104 | 102
CN(C)CCNC=C(C(=O)Nc1ccc(Cl)cc1Cl)C(=O)Nc1ccc(Cl)cc1Cl | -4 | 94 | 96 | -17 | 99 | -4 | 98 | -5 | 99 | 103 | 97
C/C(CC(=O)NC(C)(C)C)=N\NC(=O)COc1ccc(C)cc1Br | 0 | 108 | 98 | -5 | 101 | 22 | 99 | 1 | 98 | 98 | 100
Cc1ccc(C)c(/C(O)=C2\C(=O)C(=O)N(CCCn3ccnc3)C2c2ccncc2)c1 (stereo unspecified) | -1 | 99 | 99 | -22 | 102 | . | 100 | -4 | 103 | 102 | 99
O=C(/C=C/c1cccc(F)c1)Nc1cc(S(=O)(=O)N2CCOCC2)ccc1N1CCCC1 | -3 | 95 | 94 | 0 | 92 | -15 | 95 | -7 | 98 | 99 | 95
CCn1c(Cc2ccccc2)nnc1SCc1ccc([N+](=O)[O-])cc1 | 0 | 100 | 101 | -29 | 100 | 1 | 101 | -10 | 105 | 101 | 100
CCCCNC(=O)CC1Nc2ccccc2NC1=O (stereo unspecified) | -1 | 100 | 100 | -23 | 103 | . | 102 | 5 | 107 | 101 | 102
CCCOc1ccc(S(=O)(=O)NCCN2CCOCC2)c2ccccc12 | -7 | 96 | 95 | 4 | 94 | 19 | 93 | 9 | 96 | 117 | 95
C=CCOc1ccc(CNc2nccs2)cc1OC | -4 | 99 | 101 | -17 | 101 | . | 101 | -5 | 103 | 101 | 102
CCCCNC(=O)CCC(=O)NNc1nc2ccccc2c2nc(C)nn12 | -2 | 98 | 98 | -21 | 95 | 10 | 98 | 11 | 99 | 92 | 96
CC(NC(=O)Cc1ccccc1F)c1ccc(F)cc1 (stereo unspecified) | -2 | 99 | 97 | -7 | 97 | 6 | 96 | 15 | 99 | 112 | 96
COc1cccc(CNCC(=O)Nc2ccc(N3CCOCC3)cc2)c1 | -2 | 114 | 103 | -10 | 104 | . | 105 | 33 | 108 | 99 | 107
O=C(Nn1cnnc1)C(c1ccccc1)c1ccccc1 | 0 | 104 | 104 | -12 | 107 | . | 108 | -2 | 105 | 101 | 107
C[C@H](CS)C(=O)N1CCC[C@H]1C(=O)O | -5 | 101 | 97 | 2 | 101 | . | 102 | -3 | 105 | 101 | 102
Cc1ccc(-c2nc(Nc3ccccc3)n[nH]2)cc1 | 0 | 106 | 98 | -4 | 105 | . | 103 | 7 | 102 | 101 | 105
COc1ccc(-n2c(-c3ccccc3)nc(=S)c3c2CCCC3)cc1 | -5 | 99 | 96 | -141 | 106 | -7 | 102 | 15 | 100 | 101 | 101
COc1cccc(CNC(=O)CCC2CCCN(C(=O)c3cc(C4CC4)[nH]n3)C2)c1 (stereo unspecified) | -1 | 101 | 97 | -13 | 98 | -8 | 98 | 15 | 101 | 100 | 99
COc1ccc(-c2cc(CCCC(=O)N3CCN(c4ccc(OC)cc4)CC3)no2)cc1 | 0 | 95 | 90 | -12 | 95 | . | 97 | 17 | 93 | 101 | 93
Cc1cc(Nc2ccc(C)c(Br)c2)n2nc(C)nc2n1 | 1 | 102 | 97 | 36 | 100 | . | 101 | 34 | 103 | 100 | 101
COc1ccc(-n2c(SCC(=O)NNC(=O)c3ccccc3C)nnc2-c2ccncc2)cc1 | -1 | 99 | 101 | -22 | 101 | -7 | 98 | 11 | 102 | 100 | 102
Nc1nc2nc(-c3ccc(F)cc3)cc(C(F)(F)F)n2n1 | 1 | 96 | 99 | 13 | 100 | 18 | 95 | 1 | 102 | 95 | 98
CCOC(=O)Cc1nnc(NC(=O)CSc2nnc3c4ccccc4n(C(C)C)c3n2)s1 | 4 | 98 | 94 | -3 | 97 | 12 | 98 | -6 | 100 | 98 | 96
CCOC(=O)C1C(c2cccnc2)NC(=O)NC1(O)C(F)(F)F (stereo unspecified) | -1 | 94 | 96 | -11 | 96 | -16 | 98 | -6 | 98 | 98 | 97
O=C(COC(=O)CC1CCCC1)Nc1ccc(OC(F)F)cc1 | 0 | 100 | 93 | -24 | 93 | 4 | 96 | 7 | 95 | 102 | 96
(cont.)
SMILES | Mcl-1 Bim block | Rab7 wt GTP bind | Rac1 act GTP bind | Mcl1-Bid inh | Cdc42 wt | Pf gamet viab | HRas wt GTP bind | Mcl1 Noxa PPI | Rac1 wt GTP bind | RGS8-Gao reg | Rab2 wt GTP
Cc1cc2ncn(/N=C/c3ccc(-c4ccccc4)o3)c2cc1C | -1 | 97 | 91 | 6 | 94 | 14 | 95 | 22 | 93 | 101 | 94
Cc1cc(-c2nnc(-c3ccccc3)c(-c3ccccc3)n2)c(C)o1 | 0 | 98 | 98 | -15 | 97 | 17 | 97 | 27 | 98 | 98 | 98
CCCCn1nnc(NC(=S)NC(=O)c2cccs2)n1 | -5 | 94 | 97 | -17 | 103 | -36 | 97 | 12 | 100 | 101 | 94
OCCn1nc2c3ccccc3nc-2n(-c2ccccc2)c1=S | -5 | 101 | 101 | -16 | 104 | . | 101 | 6 | 104 | 98 | 103
Cc1ccc(/C=N/NC(=O)c2cccc(S(=O)(=O)Nc3cccc(Cl)c3)c2)o1 | -3 | 103 | 96 | -14 | 96 | -2 | 98 | 14 | 96 | 100 | 97

Compound activity from PubChem.
